hcGAS inh = blocks human cGAS activity | Q8N884 | recombinant h-cGAS, ATP depletion, Kinase-Glo luminescence | inhibition, % at 12.5 µM | 290,000 tested, 0.081% active | AID 1259398;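 further: 0% = vehicle reaction and 100% = reaction without DNA for no activity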
Target sequence (Q8N884 whole entry, looked up): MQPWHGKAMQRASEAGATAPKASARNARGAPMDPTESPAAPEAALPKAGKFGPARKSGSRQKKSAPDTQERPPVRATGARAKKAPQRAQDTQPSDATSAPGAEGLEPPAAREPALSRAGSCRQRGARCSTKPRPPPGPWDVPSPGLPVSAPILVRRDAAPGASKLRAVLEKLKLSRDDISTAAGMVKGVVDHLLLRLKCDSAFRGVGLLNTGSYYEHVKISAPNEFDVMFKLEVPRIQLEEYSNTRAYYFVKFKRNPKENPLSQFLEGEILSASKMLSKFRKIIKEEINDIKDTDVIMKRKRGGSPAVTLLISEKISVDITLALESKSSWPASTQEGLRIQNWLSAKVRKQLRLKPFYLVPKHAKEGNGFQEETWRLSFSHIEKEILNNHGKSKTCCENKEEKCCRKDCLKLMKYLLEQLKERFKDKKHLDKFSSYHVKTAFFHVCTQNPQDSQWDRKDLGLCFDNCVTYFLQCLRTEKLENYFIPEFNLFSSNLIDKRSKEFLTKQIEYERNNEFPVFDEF
NPYLR7 agonist = activates Aedes aegypti NPYLR7 receptor; activation, % at 10 µM; HEK293T NPYLR7/Galpha15, GCaMP6s calcium fluorescence; 270,000 tested, 0.15% active; in the data active means activation above about 40%;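 further: 0% = vehicle and 100% = reference agonist at the receptor; some compounds past the cut are filed as inactive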
mcGAS inh = mouse cGAS inhibition by luminescence; AID 1259399; inhibition, % at 12.5 µM; 160,000 tested, 0.15% active; Q8C6L5; recombinant cGAS, Kinase-Glo ATP depletion luminescence;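 further: 0% = negative control wells and 100% = reference inhibitor with no enzyme activity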
An asterisk follows results filed as active; · = not tested or not shown. Unless noted, no stated cut-off is given here; in the data, active means inhibition above about 40%; inactive means the rest.

Results follow in this order: hcGAS inh | NPYLR7 agonist | mcGAS inh
1) CC1(C(=O)Nc2cccc(Oc3ccccc3)c2)CCN1C1Cc2ccccc2C1 (stereo not given)
    3.0 | 5.3 | ·
2) CC(NC(=O)COc1ccccc1F)C1CC2CCC1C2 (stereo not given)
    -6.2 | -16.7 | ·
3) O=C(c1cn(-c2ccccc2)nn1)N(Cc1cnn(-c2ccccc2)c1)C1CC1
    -4.7 | 3.1 | ·
4) CC(C)SCC(=O)Nc1cnc2ccccc2c1
    -7.9 | 2.6 | ·
5) CC1(C)O[C@@H]2C[C@@](OCc3cccc(C(F)(F)F)c3)(C(=O)NCC3CCCO3)CC(OCc3ccccc3F)[C@@H]2O1 (stereo not given in full)
    -7.4 | 15.5 | -4.7
6) CCOCCCN(CC(=O)N(Cc1cccn1Cc1ccccc1Cl)CC(C)C)C(=O)COc1ccccc1
    -7.7 | -13.1 | -4.1
7) Cc1ccc(NC(=O)CSc2ccc3nnc(CCNC(=O)c4ccc(F)cc4)n3n2)cc1Cl
    -5.8 | 8.5 | -7.5
8) CC(C)(C)c1cc(CN2CCOC3(CNCCOC3)C2)[nH]n1 (stereo not given)
    -7.3 | · | -4.6
9) CSc1ccccc1OCc1cc(C(=O)NCc2ccc(C)s2)no1
    -7.7 | -0.8 | -5.9
10) O=[N+]([O-])c1cccc(NS(=O)(=O)c2ccc3cccc4c3c2CC4)c1
    -2.8 | 7.6 | ·
11) CC(C)Oc1cccc(C(=O)C2CCCN(Cc3ccc(Oc4ncccn4)cc3)C2)c1 (stereo not given)
    -8.2 | 11.8 | -10.6
12) CS(=O)(=O)c1cccc(C(=O)Nc2ncc(Cc3ccc(C(F)(F)F)cc3)s2)c1
    0.3 | -2.6 | ·
13) Cc1ccccc1-c1nn(-c2ccc(F)cc2F)cc1CN1CCC(C(N)=O)CC1
    0.0 | 1.5 | -2.0
14) CC1Oc2ccccc2N(Cc2ccccc2Cl)C1=O (stereo not given)
    -0.4 | 5.1 | ·
15) On1c(-c2ccccc2Cl)nc2c1CCc1nonc1-2
    -4.9 | 3.7 | -6.4
16) COc1ccc(C(=O)Nc2c(N)nc(SCC(=O)Nc3ccccc3C)[nH]c2=O)cc1OC
    -6.4 | 3.1 | -7.0
17) Cc1ccc(-n2ncc(C(=O)N3CCCC3)c2C(C)C)cc1
    -2.6 | · | -8.8
18) Cc1ccc(NC(=O)NC2CCN(c3ccccc3C(=O)NCCN3CCOCC3)CC2)cc1
    -4.7 | -3.5 | -4.0
19) COc1ccsc1C(=O)OCc1ncc(Cl)n1C
    -6.4 | 5.7 | ·
20) CC1CCCN(Cc2ccc(C(=O)Nc3c4c(nn3C)CCC4)cc2)C1 (stereo not given)
    -0.4 | 1.8 | ·

Screen by screen, from the results shown:
Entries 6 to 15 in NPYLR7 agonist: -13.1, 8.5, ·, -0.8, 7.6, 11.8, -2.6, 1.5, 5.1, 3.7
Entries 6 to 15 in mcGAS inh: -4.1, -7.5, -4.6, -5.9, ·, -10.6, ·, -2.0, ·, -6.4
Entries 6 to 15 in hcGAS inh: -7.7, -5.8, -7.3, -7.7, -2.8, -8.2, 0.3, 0.0, -0.4, -4.9

Other results follow.
Results follow in this order: hcGAS inh | NPYLR7 agonist | mcGAS inh
21) Cc1c(C(C)NCc2c(C)n(C)c3ccccc23)cnn1-c1ccccc1 (stereo not given)
    3.6 | 6.1 | 0.3
22) COc1ccc(-n2cc[nH]c2=S)cc1
    -4.7 | 17.7 | ·
23) CCOc1ccccc1C(=O)Nc1c2c(nn1C(C)(C)C)CSC2
    -9.6 | -1.2 | -8.7
24) CC(=O)O[C@H]1C[C@@]2(C)[C@@H](C[C@@H](O)[C@H]3[C@@]4(C)CC[C@@H](O)[C@@H](C)C4CC[C@@]32C)/C1=C(\CCC=C(C)C)C(=O)O (stereo not given in full)
    -5.0 | 7.1 | ·
25) Cc1nc(Cc2nnc(SC(C)C(=O)N3CCC(C)CC3)o2)cs1 (stereo not given)
    -12.3 | 7.9 | ·
26) COc1ccc(CC(=O)N2CCOC(Cc3ccccc3)C2)cc1F (stereo not given)
    -8.6 | 17.0 | ·
27) c1cncc(CSc2ccc(-c3ccncc3)nn2)c1
    -7.6 | 9.5 | -7.8
28) Cc1cc(C)cc(C2(C(=O)NCCC(=O)NC3CCCC3)CCC2)c1
    -6.8 | -1.6 | -17.3
29) Cc1cc2c(c(-c3ncnc(Oc4cccnc4C)c3C)c1)OC(CN)C2 (stereo not given)
    -6.4 | 12.1 | ·
30) CCOc1ccc2nc(NC(=O)c3cccnc3)sc2c1
    -5.4 | 2.8 | -8.7
31) CC(C)(C)n1ncc2c(=O)n(NC(=O)c3ccc4ccccc4c3)cnc21
    -11.1 | 3.1 | ·
32) Cc1sc2ncn(CC(=O)N(C)Cc3cccs3)c(=O)c2c1C
    -1.1 | -2.3 | ·
33) CCS(=O)(=O)Oc1cccc(CN(CC(C)C)S(=O)(=O)c2cccc3ccccc23)c1
    -6.5 | 6.1 | -2.9
34) Cc1ccc(NC(=O)c2cc(-c3ccc(Cl)c(Cl)c3)nc3ccccc23)nc1
    -4.1 | 1.6 | -7.6
35) Fc1ccc(-c2noc3nc(NCc4ccc5c(c4)CCO5)ccc23)cc1
    -10.4 | 2.2 | -6.8
36) CC1=NN(c2nc(C)cc(C)n2)C(=O)C1Cc1ccc(C(C)C)cc1 (stereo not given)
    -5.7 | -8.6 | 1.3
37) O=C1C2C3C=CC(C3)C2C(=O)N1CNc1ccccc1 (stereo not given)
    -5.1 | -7.9 | -6.4
38) Cc1ccc2nc(SCc3ccccc3)nc(=O)n2c1
    -8.9 | 2.9 | -7.4
39) CN1CCN(C(=O)C2CCCN(c3nnc(-n4cccc4)s3)C2)CC1 (stereo not given)
    -4.0 | 2.4 | -4.4
40) O=C(OCc1cnn(-c2ccccc2)n1)C1CCc2cn[nH]c2C1 (stereo not given)
    -12.9 | 9.7 | ·

Next section
Results follow in this order: hcGAS inh | NPYLR7 agonist | mcGAS inh
41) CC(C)c1ccc(NC2CCCN(C(=O)CN3CCCC3=O)C2)cc1 (stereo not given)
    3.6 | 1.5 | -3.5
42) COc1ccc(N2C(=O)CC(SC(N)=N/N=C(/C)c3ccc(O)cc3)C2=O)cc1 (stereo not given)
    -1.7 | -9.7 | -4.8
43) COc1cc(C(=O)N2CCNC(=O)C2c2ccc(F)cc2)ccc1O (stereo not given)
    3.3 | -2.1 | ·
44) Cc1ncc(CO)c(/C=N\N=C/c2cc(Br)ccc2OCc2ccccc2)c1O
    -7.1 | -1.0 | -4.8
45) CC1(C)NOC(c2ccccc2)=C1[N+](=O)[O-]
    -3.2 | -6.9 | ·
46) CCN(Cc1ccnn1-c1ccccc1)C1CCS(=O)(=O)C1 (stereo not given)
    -3.8 | 6.2 | -8.1
47) COC(=O)C1=C(Nc2ccc(C)cc2)C=C(C)C(C(=O)OC)C1c1cccc(OC)c1 (stereo not given)
    4.4 | -4.6 | ·
48) CC(C)CCn1c(CCNC(=O)C(C)(C)C)nc2ccccc21
    -0.6 | -1.2 | -6.6
49) CC(C)Cn1c2ccc(Cl)cc2c2nc3ccccc3nc21
    -5.8 | 12.5 | ·
50) CC(=O)c1ccc(NC(=O)CC2CSc3nc4[nH]ncc4c(=O)n32)cc1 (stereo not given)
    -3.4 | 0.0 | ·
51) CON(C)C(=O)c1cnc2c(cnn2CC(C)C)c1
    -8.9 | 5.0 | ·
52) O=C(c1ccc(Nc2cccc(C(F)(F)F)c2)nc1)N1CCCC1c1ccncc1 (stereo not given)
    -9.4 | -5.6 | -2.1
53) CC(=O)N1c2ccccc2Oc2c(c(=O)n(C)c(=O)n2C)C1c1cccc([N+](=O)[O-])c1 (stereo not given)
    -3.7 | 1.6 | ·
54) CCC(C)N(Cc1c(C)nn(-c2ccccc2)c1N1CCN(CC)CC1)C(=O)COC (stereo not given)
    -8.3 | 2.4 | -5.8
55) COc1ccc(Cn2c(-c3ccccc3)nc3oc4cc(OC)ccc4c(=O)c3c2=O)cc1
    -1.5 | -2.1 | ·
56) C=C(C)CN(CC)Cc1nc(-c2ccc(F)cc2)oc1C
    -4.1 | 14.7 | ·
57) CCOC(=O)c1nn(-c2ccccc2)c(=O)cc1NCc1ccc(Cl)cc1
    -3.9 | 5.0 | ·
58) Brc1ccc(OCc2nc(-c3ccncc3)no2)cc1
    -7.7 | 1.2 | -3.8
59) CN(CCC#N)S(=O)(=O)c1ccc2c(c1)oc(=O)n2C
    -7.8 | 3.3 | -2.0
60) COCCCNc1ccc2c(-c3ccccc3OC)noc2n1
    -4.2 | -4.2 | -0.8

Some of these compounds in order of SMILES length, falling.
Results follow in this order: hcGAS inh | NPYLR7 agonist | mcGAS inh
42) COc1ccc(N2C(=O)CC(SC(N)=N/N=C(/C)c3ccc(O)cc3)C2=O)cc1 (stereo not given)
    -1.7 | -9.7 | -4.8
43) COc1cc(C(=O)N2CCNC(=O)C2c2ccc(F)cc2)ccc1O (stereo not given)
    3.3 | -2.1 | ·
45) CC1(C)NOC(c2ccccc2)=C1[N+](=O)[O-]
    -3.2 | -6.9 | ·

Next records follow.
Results follow in this order: hcGAS inh | NPYLR7 agonist | mcGAS inh
61) COCC(NC(=O)c1cc2ccccc2s1)c1ccnn1C (stereo not given)
    -2.6 | -4.0 | ·
62) CN(CC(=O)N1CCCCCC1Cc1cccs1)S(C)(=O)=O (stereo not given)
    -4.9 | 0.3 | -9.9
63) CC1(c2ccccc2)CN(C(=O)c2ccncc2F)CCO1 (stereo not given)
    -6.5 | 1.9 | ·
64) Cc1nn(CC(=O)N(CC(C)C)CC(C)C)c(C)c1S(=O)(=O)N(C)C
    -10.1 | 0.2 | ·
65) O=S(=O)(NCC1Cc2ccccc2O1)c1cccc2nsnc12 (stereo not given)
    -9.7 | 11.8 | -7.4
66) Oc1ccc(Nc2nc3nonc3nc2Nc2ccccc2I)cc1
    0.6 | -0.4 | ·
67) O=C(NCC1CCCO1)c1ccc(CSc2nnc3ccccn23)cc1 (stereo not given)
    -8.8 | -2.6 | -2.3
68) OCCC1CN(Cc2cnn(-c3ccccc3)c2)CCN1Cc1ccccc1 (stereo not given)
    -3.4 | 1.2 | -7.5
69) O=C(O)c1cccc2c1CCCN2C(=O)c1ccccc1SC(F)F
    2.2 | 5.2 | 15.5
70) Cc1cc2nc(C(=O)N3CCc4c(nc(N(C)C)[nH]c4=O)C3)cc(C)n2n1
    -4.4 | 7.4 | -11.2
71) CC(C)NC[C@H](O)COc1cccc2[nH]ccc12
    -4.2 | -1.4 | -4.8
72) Cc1ccc(N2C3=[N+](CCCS3)CC2(O)c2ccc(OC(F)F)cc2)c(C)c1 (stereo not given)
    -1.9 | 12.8 | -4.4
73) Cc1cc(NC(=O)C(C)OC(=O)c2cccc(C)c2C)no1 (stereo not given)
    -11.0 | 0.5 | ·
74) CCOCCCNC(=O)CC12CC3CC(CC(C3)C1)C2
    -7.6 | -0.7 | -10.6
75) CCOC(=O)C1CCCN(C(=O)c2c(CC)nn(Cc3ccccc3)c2CC)C1 (stereo not given)
    -5.5 | · | -4.1
76) CC1(C(=O)Nc2cccc3cccnc23)CCN1C(=O)CCC1CCCC1 (stereo not given)
    -12.0 | 1.6 | ·
77) O=S(=O)(Cc1ccccc1)N1CCN(C2c3ccccc3CCc3ccccc32)CC1
    -4.0 | 23.9 | -7.1
78) Cc1ccc(C)c(NC(=O)CSc2ncnc3c2oc2ccccc23)c1
    -5.7 | -4.3 | ·
79) O=C(O)CN1C(=O)C2C3CC(C2C1=O)C1C(c2ccc(Br)cc2)c2sc(=O)[nH]c2SC31 (stereo not given)
    2.7 | 2.5 | ·
80) Cc1ccnc(NC(=O)C2CCN(C(=O)C=C3CCCCC3)CC2)c1
    -4.1 | -0.2 | -11.6

81) CCCN(Cc1c(CC)nn(-c2ccc(F)cc2)c1N1CCN(C(C)C)CC1)C(=O)NCC(=O)OCC
82) COCCN(Cc1cc(NC(=O)CC(C)(C)C)ccc1N(C)C)C(=O)c1cccc(C)c1
83) CCOC(=O)c1ccccc1NC(=O)CSc1nc(=O)n2cc(C)ccc2n1
84) O=C(CCCn1ncn2c(cc3occc32)c1=O)NCCCN1CCOCC1
85) Cc1ccc(-c2c(=O)n(OCc3c(F)cccc3F)c3ccccc3[n+]2[O-])cc1
86) CC(C)(C)c1ccc(COn2c(=O)c(-c3ccco3)[n+]([O-])c3ccccc32)cc1
87) CC(C(=O)Nc1ccccc1)N(C)Cc1ccc(Cl)cc1 (stereo not given)
88) O=C(NCCC1=CCCCC1)c1cncn1-c1ccc(-c2cc(C(F)(F)F)cc(C(F)(F)F)c2)cc1
Screen / compound no.,81,82,83,84,85,86,87,88
hcGAS inh,-6.6,8.0,-10.5,-4.4,-7.6,-8.3,-3.9,-3.7
NPYLR7 agonist,9.7,2.8,2.5,9.2,-2.7,2.6,-9.3,4.6
mcGAS inh,-6.8,-7.1,-9.2,-3.4,·,·,·,-6.0

Next section, starting with the last two of the part before.
87) CC(C(=O)Nc1ccccc1)N(C)Cc1ccc(Cl)cc1 (stereo not given)
88) O=C(NCCC1=CCCCC1)c1cncn1-c1ccc(-c2cc(C(F)(F)F)cc(C(F)(F)F)c2)cc1
89) O=C(NCCc1cccs1)c1ccc2c(=O)n(-c3ccc(F)cc3)c(N3CCCC3)nc2c1
90) C=C(C)CSc1nnc2c(n1)[nH]c1ccccc12
91) Cc1nc2c(C(=O)N3CCCC4(CCNC4)C3)cccc2[nH]1 (stereo not given)
92) COc1cc(NCCN(C)S(C)(=O)=O)ncn1
93) O=C(CCc1cccnc1)N1CCOC(COCc2ccccc2)C1 (stereo not given)
94) O=C1CCCCC(C(=O)NCCN2CCOCC2)N1 (stereo not given)
Screen / compound no.,87,88,89,90,91,92,93,94
hcGAS inh,-3.9,-3.7,-2.9,-5.8,-7.5,1.8,2.5,-7.6
NPYLR7 agonist,-9.3,4.6,-4.0,2.1,·,-14.4,-3.8,·
mcGAS inh,·,-6.0,-6.2,-5.0,-16.4,1.2,2.5,-6.3

High-throughput results as filed in PubChem.

Random draw from the library; overall some 0.29% were active at least once.
